GC-B act = GC-B (human) receptor activation. HEK293-GC-B cells, CNP EC30, cGMP TR-FRET; 0% at EC30 CNP, 100% saturating CNP. P20594. activation, % at 10 µM. hit rate 0.11% among 370,000;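 active = activation at 10 µM reaching about 35% in either raw or pattern-adjusted values, limit read from the data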
ADAM10 inh = inhibitors of human ADAM10 | O14672 | inhibition, % at 7 µM | recombinant ADAM10, EDANS/DABCYL FRET peptide cleavage, 3 h | hit rate 0.62% among 370,000;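 active = inhibition above a per-campaign cutoff equal to the mean of compounds falling between control-based bounds plus 3 SD, cut at about 20% in these data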;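 note: 0% = DMSO wells while the 100% control is not disclosed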
GC-A act = GC-A (human) enzyme activation; P16066; activation, % at 10 µM; hit rate 0.14% among 370,000; HEK293 GC-A cells, cGMP TR-FRET, EC30 ANP; 0% at EC30 ANP, 100% saturating ANP; AID 1671463; in the data active = activation above about 40%
sPLA2-III inh = Blocks human group III sPLA2 activity | QFRET BODIPY PC-A2 liposome hydrolysis, fluorescence | inhibition, % at 12.2 µM | Q9NZ20 | hit rate 0.56% among 370,000;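 active = inhibition above mean plus 3 SD of compounds lying within the high and low control bounds, cut at about 19% in these data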;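 note: 0% = median of test compound wells and 100% = no enzyme DMSO wells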
rCAG RNA binder = binds r(CAG) RNA repeats. r(CAG) RNA repeat, TO-PRO-1 dye displacement fluorescence. inhibition, % at 3 µM. hit rate 1.3% among 370,000;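 active = inhibition above the plate cutoff, the mean of all test compounds on that plate plus 3 SD, cut at about 35% in these data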;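 note: 0% = DMSO alone and 100% = 100 µM mitoxantrone as full dye displacement; higher means more dye released from RNA so lower well fluorescence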
FXN GAA850 act = frataxin GAA850 promoter activation | HEK293 lucGAA850 FXN promoter luciferase reporter, 24 h; percent of 10 µM SAHA response | activation, % at 6 µM | hit rate 0.56% among 360,000;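 active = activation above the average of all compounds screened plus 3 SD, cutoff fixed separately per campaign, cut at about 7.5% in these data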;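 note: 0% = DMSO wells and 100% = 10 µM SAHA wells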
KLK7 zymogen act = activates the human kallikrein-7 zymogen; P49862; activation, % at 7 µM; hit rate 0.9% among 370,000; AID 652039; purified proKLK7, EDANS-DABCYL substrate fluorescence; 100% is mature enzyme control, 0% vehicle;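 active = activation above the mean of all tested compounds plus 3 SD, computed per campaign excluding outliers beyond control limits, cut at about 13% in these data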
Target sequence (P49862 whole entry, looked up): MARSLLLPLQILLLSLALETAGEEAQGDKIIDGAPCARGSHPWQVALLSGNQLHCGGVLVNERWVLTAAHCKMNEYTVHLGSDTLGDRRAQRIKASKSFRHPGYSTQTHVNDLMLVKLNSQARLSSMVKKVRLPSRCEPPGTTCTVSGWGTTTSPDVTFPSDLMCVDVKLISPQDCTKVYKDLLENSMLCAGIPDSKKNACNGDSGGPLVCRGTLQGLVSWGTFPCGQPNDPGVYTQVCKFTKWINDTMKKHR
ARFGAP1 inhibitor = rat ARFGAP1 inhibition. AID 651572. inhibition, % at 16.5 µM. Arfgap1-stimulated ARF1 GTP hydrolysis, GDP FP detection. hit rate 0.26% among 360,000;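 active = inhibition above a per-plate limit, mean inhibition of low control wells plus 3 SD, cut at about 25% in these data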;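 note: 0% = DMSO wells with enzyme and 100% = wells lacking Arfgap1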
Target sequence (Q62848 1-136 limits assumed): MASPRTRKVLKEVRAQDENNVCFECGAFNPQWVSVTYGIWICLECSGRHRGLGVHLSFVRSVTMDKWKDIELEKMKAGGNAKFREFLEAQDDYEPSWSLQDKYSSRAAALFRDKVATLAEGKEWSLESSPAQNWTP
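Assay system: purified rat His6-Arfgap1 residues 1-136 (GAP domain); Reagent: human Δ17 ARF1 bound to GTP; Dosing: 16.5 µM single point, 1.26% DMSO; Times: GTP hydrolysis reaction 2 h at 25 °C; Signal: FP, GDP Alexa 633 tracer displaced from anti-GDP antibody, 620/688 nm; Measure: % inhibition from polarization.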
ASAP1 inh = inhibitors of human ASAP1 ArfGAP activity; hit rate 0.19% among 360,000; AID 624377; inhibition, % at 16.5 µM; Q9ULH1; ASAP1-stimulated ARF1 GTP hydrolysis, GDP FP detection; in the data active = inhibition above about 25%;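 note: 0% = vehicle with enzyme and substrate and 100% = no enzyme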
Target sequence (Q9ULH1 325-724 limits assumed): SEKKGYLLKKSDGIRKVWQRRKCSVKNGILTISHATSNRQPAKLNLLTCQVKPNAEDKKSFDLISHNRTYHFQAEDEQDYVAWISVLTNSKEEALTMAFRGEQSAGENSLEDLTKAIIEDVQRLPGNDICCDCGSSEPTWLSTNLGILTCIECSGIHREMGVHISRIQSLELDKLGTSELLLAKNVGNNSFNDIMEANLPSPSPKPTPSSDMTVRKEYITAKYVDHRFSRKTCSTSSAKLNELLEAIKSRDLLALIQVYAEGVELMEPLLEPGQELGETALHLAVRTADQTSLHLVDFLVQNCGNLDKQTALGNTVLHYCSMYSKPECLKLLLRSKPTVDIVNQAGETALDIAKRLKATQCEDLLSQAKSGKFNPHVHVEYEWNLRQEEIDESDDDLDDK
Tn6 DDE FP = DD(E)-Tn6 binding inhibition, primary FP screen; P02675; Fibrin DD(E) TRITC-Tn6 fluorescence polarization displacement; inhibition, % at 8.3 µM; hit rate 0.21% among 370,000; AID 720509;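 active = inhibition above a per-campaign cutoff: mean of compounds within control limits plus 3 SD, cut at about 15% in these data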;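 note: 0% = median of all compound wells on the plate and 100% = blocking peptide control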
An asterisk follows results filed as active; i = inactive; nt = no result given. An unsorted share of the library; 4.5% or so of the library scored in one or more.

Every second line gives: GC-B act	ADAM10 inh	GC-A act	sPLA2-III inh	rCAG RNA binder	FXN GAA850 act	KLK7 zymogen act	ARFGAP1 inhibitor	ASAP1 inh	Tn6 DDE FP
- COC(=O)C1C(=O)C2=C(CC1C)Nc1ccccc1NC2c1ccc(C)s1 (configuration not stated)
  -11	5	-13	-2	-5	-0.8	-0.7	7	-5	-4
- CN1CCC(N(C)C(=O)c2ccc(Cl)c(S(=O)(=O)N3CCc4ccccc43)c2)CC1
  -4	-9	13	3	-5	2.5	-0.3	6	4	-2
- CC1CCN(CC(O)COC2CC(C)CCC2C(C)C)CC1 (configuration not stated)
  0	-2	2	0	-7	-1.9	0.1	4	2	0
- CCN(CC)S(=O)(=O)c1ccc2oc(C(=O)NC(C)C)c(C)c2c1
  -1	3	6	-3	0	1.4	0.4	-2	3	-7
- COC(=O)C1=C(CS(=O)(=O)c2ccc(Cl)cc2)NC(=O)NC1c1ccc(O)c(OC)c1 (configuration not stated)
  -3	0	-7	-13	-2	0.4	-0.6	-2	6	-3
- O=C(NC(=S)Nc1ccc(S(=O)(=O)N2CCCCC2)cc1)c1ccc(Cl)cc1
  1	-5	1	-1	0	0.2	0.1	1	3	-7
- Cc1nc(C(=O)N/N=C/c2[nH]ncc2Br)cs1
  -7	-4	1	6	0	2.2	-0.2	-6	-5	-29
- COC(=O)c1cc2c(cc1Cl)N1CCCCCC1=NS2(=O)=O
  1	-9	0	8	-3	-0.9	-0.3	3	-1	-3
- Cc1cc(C)c(S(=O)(=O)NCCCN2CCOCC2)cc1Br
  1	-1	0	0	-7	0.1	0.6	-6	-7	6
- Cc1ccc(CN2CC(C(=O)N3CCN(c4ccccc4O)CC3)CC2=O)cc1 (configuration not stated)
  -1	3	-2	-4	1	1.1	0.4	0	3	2
- COc1cc(NC(=O)CSc2nc3c(C)ccc(C)c3cc2C)c(C(=O)O)cc1OC
  -3	-4	-5	10	11	1.0	-0.4	-1	-6	9
- N#Cc1cccc(NC(=O)NCCc2c[nH]c3ccccc23)c1
  -4	-7	4	-76	3	-1.0	-0.1	24	-4	-2
- COc1ccc(OC)c(NC(=O)COC(=O)CSc2ccc(Cl)cc2)c1
  -3	-1	4	-14	-3	-0.6	-0.1	-1	6	9
- c1ccc(OCCOCCN2CCN(C(c3ccccc3)c3ccccc3)CC2)cc1
  -9	3	-15	-10	-8	-2.5	0.2	1	-1	3
- CCNCCC(=O)N1c2ccccc2Sc2ccc(C(F)(F)F)cc21
  -21	-4	-34	-13	6	2.5	-0.2	-4	-10	2
- C=CCNC(=S)N1N=C(c2ccco2)CC1c1ccco1 (configuration not stated)
  7	0	6	-2	4	1.3	0.5	-2	5	-6
- CC(CCc1ccccc1)NC(=O)c1ccc(F)cc1 (configuration not stated)
  6	-1	4	10	-2	0.1	0.1	-14	4	-4
- CCCn1nnc(NC(=O)c2ccc(-c3cc(Cl)ccc3Cl)o2)n1
  -6	5	-4	3	1	1.6	0.6	-5	-12	-10
- CC1(C)CC(=O)C=C(c2ccc(Oc3ccccc3)cc2)C1=O
  0	-5	5	2	1	0.2	0.1	-6	-10	8
- COc1ccc([C@@H]2COc3c(ccc4c3C=CC(C)(C)O4)C2)c(OC)c1
  -14	-5	-3	2	4	-1.1	0.1	-1	2	0
- COc1ccc(/C=C/C(=O)Oc2ccc(/C=N/NC(=O)c3ccccc3)cc2)cc1OC
  7	-6	1	-5	0	2.6	-0.2	-10	-26	0
- CC(=O)Nc1nc(-c2ccc(Br)s2)cs1
  3	5	37	7	3	1.4	0.0	1	10	6
- COc1ccc(S(=O)(=O)N2CCC(C(=O)NCC3CCCO3)CC2)cc1C (configuration not stated)
  4	3	6	-3	-1	0.2	0.5	-2	6	3
- C/C(=N\NC(=O)CNC(=O)c1ccc(F)cc1)c1ccco1
  2	0	2	3	2	-0.6	-0.1	1	4	-1
- CCCCN(C(=O)Nc1ccccc1)C1CCS(=O)(=O)C1 (configuration not stated)
  -4	-13	-1	0	15	-0.3	-0.1	-3	9	-2
- CC1CCCCC1NC(=O)C1CC=CCC1C(=O)O (configuration not stated)
  0	-9	0	18	-5	0.3	-0.4	9	2	3
- NC(=O)CSc1nc2cc(S(=O)(=O)N3CCOCC3)ccc2o1
  5	-2	3	4	3	0.4	-0.3	-2	0	-6
- COC(=O)COC(=O)c1ccc(-n2nnnc2SC)cc1
  -1	0	0	-5	-4	1.8	0.3	-2	12	0
- CCCCCCCn1c2c(c(=N)c3ccccc31)CCC2
  1	-33	11	-6	12	-6.1	0.7	-1	-8	-5
- COc1ccc(-c2cc(C(=O)N3CCN(c4ncccn4)CC3)c3ccccc3n2)cc1
  7	-269	1	5	3	-2.1	-8.5	-1	8	-7

Additional records follow:
Every second line gives: GC-B act	ADAM10 inh	GC-A act	sPLA2-III inh	rCAG RNA binder	FXN GAA850 act	KLK7 zymogen act	ARFGAP1 inhibitor	ASAP1 inh	Tn6 DDE FP
- OCCC(N1CCOCC1)C(O)(c1ccccc1)c1ccccc1 (configuration not stated)
  -3	-3	2	-1	5	nt	0.5	-9	3	2
- Cc1cc(/C=c2\sc3nc4ccccc4n3c2=O)c(C)n1-c1ccc(C(=O)O)cc1
  5	-5	2	4	7	0.2	-0.4	-14	3	4
- CCOc1ccc(NC(=O)c2nn(C)c(C(=O)Nc3ccc(OCC)cc3)c2[N+](=O)[O-])cc1
  6	4	-2	-14	2	0.4	0.6	5	-5	0
- COC(=O)[C@]12CCCCC=C1N(Cc1ccc(OC)cc1)C(=O)[C@@H]2CC(=O)NCCC(C)C
  6	4	-3	-11	-2	nt	0.6	nt	nt	-5
- O=C(NCc1ccccc1)c1c[nH]c2cc3c(cc2c1=O)OCCO3
  2	-9	6	-9	3	2.5	0.0	3	3	-5
- Nc1ccc(C(=O)OCc2nc3ccccc3[nH]2)cc1
  -13	7	5	1	2	-0.8	0.2	-5	1	0
- COc1ccccc1N1CCN(Cc2cccs2)CC1
  1	3	0	15	-7	0.6	-1.2	-18	-13	-5
- CCCCCn1nnnc1C1c2ccccc2OCC(=O)N1Cc1ccco1 (configuration not stated)
  1	0	-3	7	1	nt	0.2	nt	nt	8
- CN1CCN(C(=O)c2cc(COc3ccc(F)cc3Cl)on2)CC1c1ccccc1 (configuration not stated)
  -4	12	4	-15	-7	2.6	0.3	1	19	0
- CCCCn1c(N)c(N(CCOC)C(=O)COC(=O)COc2ccc(CC)cc2)c(=O)[nH]c1=O
  -3	-16	-4	8	-6	1.5	0.1	5	-1	5
- CC(/C=N/O)Cc1ccc2c(c1)OCO2 (configuration not stated)
  5	4	3	13	3	1.1	-0.1	7	18	-3
- CCOc1nc(C)ccc1-c1noc(C)n1
  2	2	2	-2	-1	2.3	0.3	-3	3	2
- COc1cc(C(=O)OCC(=O)N2CCCCCC2)c([N+](=O)[O-])cc1OC
  1	-6	3	3	-1	-1.1	0.4	11	4	-3
- COc1ccccc1NC(=O)Cc1csc(NC(=S)Nc2ccccc2)n1
  0	21*	1	-7	21	1.2	-0.6	4	8	-8
- Cc1cc(=O)n2c(nc3ccccc32)[nH]1
  -2	i	0	1	2	4.3	-103	-3	7	-7
- COc1ccccc1-c1nnc(SC(C)C(=O)O)n1-c1ccccc1 (configuration not stated)
  7	11	1	4	1	0.5	-0.7	-7	10	5
- O=C(NN1C(=O)C2C3C=CC(O3)C2C1=O)c1ccccc1 (configuration not stated)
  1	2	-5	2	-2	0.1	-0.5	0	-1	7
- Brc1cc(/C=N/n2cnnc2)oc1Br
  -4	-8	2	4	-4	1.1	0.2	-3	-4	4
- Cc1ccccc1C(=O)N1CCN(C(c2ccccc2)c2ccccc2)CC1
  3	5	-4	-6	-8	-1.7	0.4	8	1	-1
- COc1ccc([C@H]2CC(=O)C=C(c3cccc4c3Oc3ccccc3S4)C2)cc1OC
  9	7	2	-18	4	1.4	-1.4	4	6	1
- CCn1c(SCC(=O)N2CCCc3ccccc32)nc2c1c(=O)n(C)c(=O)n2C
  -4	0	-2	4	-8	2.9	0.2	6	-2	-6
- Cc1ccc2c(c1)NC(C(C)(C)C)CO2 (configuration not stated)
  5	0	4	-2	5	0.4	-0.6	2	7	-5
- Cc1cc(F)ccc1C(O)c1ncc(-c2cccc(F)c2)[nH]1 (configuration not stated)
  0	-3	2	0	1	0.0	0.6	-6	-7	-4
- COCCNS(=O)(=O)c1ccc(C)c(C)c1C
  4	-8	-4	-2	-1	-2.2	0.0	-6	2	-2

Five entries from above, as comma-separated lines.
SMILES,GC-B act,ADAM10 inh,GC-A act,sPLA2-III inh,rCAG RNA binder,FXN GAA850 act,KLK7 zymogen act,ARFGAP1 inhibitor,ASAP1 inh,Tn6 DDE FP
CCOc1nc(C)ccc1-c1noc(C)n1,2,2,2,-2,-1,2.3,0.3,-3,3,2
COc1ccc([C@H]2CC(=O)C=C(c3cccc4c3Oc3ccccc3S4)C2)cc1OC,9,7,2,-18,4,1.4,-1.4,4,6,1
CCn1c(SCC(=O)N2CCCc3ccccc32)nc2c1c(=O)n(C)c(=O)n2C,-4,0,-2,4,-8,2.9,0.2,6,-2,-6
COCCNS(=O)(=O)c1ccc(C)c(C)c1C,4,-8,-4,-2,-1,-2.2,0.0,-6,2,-2
Nc1ccc(C(=O)OCc2nc3ccccc3[nH]2)cc1,-13,7,5,1,2,-0.8,0.2,-5,1,0
